Compound activity as filed in PubChem BioAssay.
hIAP inh – human IAP inhibitors, primary screen, biochemical, luminescence, uHTS. Intestinal-type alkaline phosphatase (Homo sapiens), P09923. purified IAP, CDP-Star luminescence, 30 min. inhibition, % at 10 µM. 330,000 tested, 0.12% active. AID 2544, 2010;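 active = inhibition reaching a set limit with compound at 10 µM in the primary screen, cut at about 35% in these data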;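 also: plate controls were DMSO wells with enzyme for no effect and no-enzyme buffer wells for full effect; values of inactives mirror those of a sister screen read the other way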
TIM10 inh – growth inhibitors of isogenic TIM10 control yeast, primary screen, counter-screen for tim10-1 yeast inhibitor project, luminescence, uHTS; S. cerevisiae TIM10 strain growth, BacTiter-Glo luminescence, 24 h; inhibition, % at 10 µM; 330,000 tested, 1.4% active;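 active = inhibition of 40% or more at the single tested concentration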;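 also: wild-type TIM10 isogenic control strain grown at permissive 25 °C; 0% = DMSO yeast wells and 100% = minimal medium wells without yeast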
mIAP act – activators of mouse IAP, primary screen, biochemical, luminescence, uHTS. muIAP, CDP-Star luminescence, 30 min; hits give high values; 1 = vehicle-only enzyme signal, 0 = enzyme-free wells. activation factor at 10 µM. 330,000 tested, 0.24% active;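 active = activation factor of at least 2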; also: the source names both 10 and 20 µM as test concentration; values of inactives mirror those of a sister screen read the other way
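Assay system: mouse IAP enzyme; Reagent: CDP-Star chemiluminescent phosphatase substrate; Compound: DMSO-dissolved test compounds; Incubation: 30 min, room temperature; Technique: luminescence from enzymatic CDP-Star hydrolysis; Controls: DMSO-only wells and no-enzyme negative control.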
mIAP inh – inhibitors of mouse IAP, primary screen, biochemical, luminescence, uHTS. intestinal alkaline phosphatase [Mus musculus]. AID 2806, 2010. purified mouse IAP, CDP-Star luminescence, 30 min. 330,000 tested, 0.2% active. inhibition, % at 10 µM;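 active = inhibition of at least 40% at 10 µM in the primary screen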;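 also: plate controls were DMSO with enzyme for no effect and no enzyme wells for full effect; values of inactives mirror those of a sister screen read the other way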
NLRP3 yeast inh – NALP3 inflammasome inhibitors in reconstituted yeast, primary screen, luminescence, uHTS | Yeast reconstituted NLRP3/ASC/caspase-1, beta-gal luminescence, 24 h | inhibition, % at 10 µM | 330,000 tested, 0.39% active | AID 2825, 2010;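 active = inhibition of 50% or more; inactive = inhibition below 50%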;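 also: plate controls were induced DMSO wells for no effect and uninduced yeast grown without galactose for full effect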
beta cell repl – inducers of MIN6 beta-cell proliferation, primary screen, ATP luminescence, uHTS | MIN6 cells proliferation, ATPlite luminescence, 48 h; cells starved in 0.2% serum; 100% = growth in 10% serum | proliferation, % at 10 µM | 330,000 tested, 0.29% active | AID 2380, 2010;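 active = compounds whose signal lies at least 3.5 SD above the mean of all wells on their plate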;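 also: 0% = DMSO-treated cells in low-serum medium and 100% = 10% serum control; some compounds called inactive have numbers as strong as hits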
APOBEC3A inh – APOBEC3A ssDNA deaminase inhibitors, primary screen, selectivity assay for APOBEC3G inhibitor project, biochemical, FAM/TAMRA oligo cleavage fluorescence; recombinant A3A, FAM/TAMRA ssDNA deamination fluorescence; DNA dC->dU-editing enzyme APOBEC-3A (Homo sapiens), P31941; AID 493011, 2011; 330,000 tested, 0.41% active; inhibition, % at 20 µM;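 active = at least 40% inhibition at 20 µM here, with at most 30% in a related deaminase screen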;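 also: plate controls were A3A with DMSO for no effect and wells lacking A3A enzyme for full effect; some results filed as inactive read as strong as hits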
Target sequence (P31941 whole entry, looked up): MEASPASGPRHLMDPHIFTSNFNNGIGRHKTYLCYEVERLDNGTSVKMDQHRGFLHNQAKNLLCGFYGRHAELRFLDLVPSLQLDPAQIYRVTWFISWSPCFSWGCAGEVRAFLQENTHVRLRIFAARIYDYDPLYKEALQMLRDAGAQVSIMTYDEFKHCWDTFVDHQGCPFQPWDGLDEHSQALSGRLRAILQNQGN
tim10-1 inh – growth inhibitors of tim10-1 mutant yeast, primary screen, luminescence, uHTS; AID 463190, 2010; 330,000 tested, 2.2% active; S. cerevisiae tim10-1 ts strain growth, BacTiter-Glo, 24 h; inhibition, % at 20 µM;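 active = inhibition of at least 40%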;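 also: mutant grown at 25 °C; 0% = DMSO wells with yeast and 100% = wells holding no yeast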
A3G deaminase – APOBEC3G DNA deaminase inhibitors, primary screen, biochemical, fluorescence, single-stranded DNA substrate, uHTS. DNA dC->dU-editing enzyme APOBEC-3G (Homo sapiens), Q9HC16. recombinant A3G, ssDNA deamination FAM/TAMRA fluorescence. inhibition, % at 20 µM. 330,000 tested, 0.28% active. AID 493012, 2011;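 active = inhibition of at least 40% at 20 µM, with no more than 30% in the related APOBEC3A deaminase screen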;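 also: plate controls were DMSO wells with A3G for no effect and wells lacking A3G enzyme for full effect; some compounds called inactive have numbers as strong as hits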
Target sequence (Q9HC16 whole entry, looked up): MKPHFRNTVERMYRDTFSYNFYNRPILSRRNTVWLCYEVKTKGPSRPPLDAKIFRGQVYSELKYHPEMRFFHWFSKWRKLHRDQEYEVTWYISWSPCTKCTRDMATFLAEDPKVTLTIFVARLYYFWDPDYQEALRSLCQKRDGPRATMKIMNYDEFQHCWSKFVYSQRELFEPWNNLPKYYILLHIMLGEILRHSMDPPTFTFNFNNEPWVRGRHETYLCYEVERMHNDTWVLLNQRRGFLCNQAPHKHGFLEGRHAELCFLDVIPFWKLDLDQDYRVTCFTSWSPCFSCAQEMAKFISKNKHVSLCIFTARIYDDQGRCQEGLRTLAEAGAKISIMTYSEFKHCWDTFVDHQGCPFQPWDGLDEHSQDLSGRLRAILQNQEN
Active calls of the source: *.

SMILES | hIAP inh | TIM10 inh | mIAP act | mIAP inh | NLRP3 yeast inh | beta cell repl | APOBEC3A inh | tim10-1 inh | A3G deaminase
COc1ccc(/C=N/NC(=O)Cn2cnc3c2c(=O)n(C)c(=O)n3C)cc1 | -3 | 1 | 0.95 | 5 | -1 | 2 | -3 | -15 | -6
CC1CC(=S)Nc2ccccc2N1Cc1ccccc1 (stereo not given) | 4 | 46* | 0.94 | 6 | 6 | 0 | 1 | 39 | 2
CC(C)(C)c1ccc(C(=O)c2c[nH]c(C(=O)NCc3ccco3)c2)cc1 | 10 | -22 | 0.9 | 10 | 3 | -3 | 1 | -4 | -3
CC(C)(C)Cc1nnc(NC(=O)CCc2ccccc2)s1 | 16 | 14 | 1.1 | -12 | 17 | -3 | -2 | 19 | -9
O=C(N/C(=C\c1cccc(Br)c1)C(=O)N1CCOCC1)c1ccco1 | 0 | 2 | 1.1 | -7 | -4 | 3 | 2 | 6 | -1
CC1CN(C2=N/C(=C/c3ccc4c(c3)OCO4)C(=O)N2)CC(C)O1 (stereo not given) | 3 | 5 | 1 | -1 | 10 | -2 | 3 | 10 | -2
COc1cccc(NC(=O)CN(C)C(=O)CNC(=O)c2ccccc2F)c1 | -25 | 1 | 1 | -3 | 14 | -2 | -2 | 31 | 9
COc1ccc(C(=O)C2CCCN(Cc3cnc(N4CCOCC4)s3)C2)c(OC)c1 (stereo not given) | -14 | -7 | 1.1 | -6 | 1 | -3 | 2 | 16 | -6
O=C(O)CCSc1nc2ccccc2n1-c1ccccc1 | -22 | 1 | 1 | -4 | 1 | -1 | -2 | 25 | -9
Cc1nn(CC(=O)NCc2ccc(OC(C)C)cc2)c(=O)c2cc3occc3n12 | -6 | 2 | 0.99 | 1 | 7 | 0 | 1 | 4 | -4
CCOC(=O)c1nnn(-c2ccccc2C#N)c1C | 0 | 9 | 1 | -3 | -36 | -2 | -2 | 1 | -2
N/C(=N/OC(=O)c1cccc([N+](=O)[O-])c1)c1cccc([N+](=O)[O-])c1 | 0 | -26 | 1 | -5 | 0 | 2 | 47* | 20 | -4
CCCCc1ccc(NC(=O)CSc2nc(=O)n(CCCN3CCOCC3)c3c2CCC3)cc1 | -10 | -1 | 0.99 | 1 | 13 | -3 | -2 | 9 | -5
Cc1cc(NS(=O)(=O)c2ccc(NS(=O)(=O)c3ccc(CC(C)C)cc3)cc2)nc(C)n1 | 12 | 3 | 1.1 | -10 | 3 | -2 | 9 | 2 | -5
CCCCOc1ccc(-c2[nH]ncc2C=O)cc1 | 1 | 31 | 0.92 | 8 | 20 | -1 | 1 | 26 | 2
C=C[C@@H]1c2ccccc2N(S(=O)(=O)c2ccc(C)cc2)[C@H](c2ccc(C(F)(F)F)cc2)C1(C#N)C#N | 5 | 12 | 0.9 | 10 | -61 | -5 | 1 | 8 | -5
CCOc1ccc(S(=O)(=O)Nc2cnc3ccccc3c2)cc1 | 9 | 15 | 0.97 | 3 | 10 | -3 | -4 | 3 | -9
O=S(=O)(NC1CCSc2ccccc21)c1ccccc1 (stereo not given) | 8 | 19 | 0.99 | 0 | 8 | 0 | -1 | 17 | -4
NNC(=O)c1ccc([N+](=O)[O-])c(CS(=O)(=O)c2ccc(Cl)cc2)c1 | 6 | 12 | 0.91 | 9 | 12 | 2 | -3 | 11 | -5
COc1cc(C(=O)OCC(=O)Nc2c(F)cccc2F)cc(OC)c1C | 2 | 9 | 1 | -3 | 6 | 3 | 5 | -1 | -2

Two compounds from above, limited to NLRP3 yeast inh:
canonical_smiles	NLRP3 yeast inh
Cc1cc(NS(=O)(=O)c2ccc(NS(=O)(=O)c3ccc(CC(C)C)cc3)cc2)nc(C)n1	3
CCOc1ccc(S(=O)(=O)Nc2cnc3ccccc3c2)cc1	10

The list goes on:
SMILES | hIAP inh | TIM10 inh | mIAP act | mIAP inh | NLRP3 yeast inh | beta cell repl | APOBEC3A inh | tim10-1 inh | A3G deaminase
O=C(Nc1nc2ccccc2[nH]1)c1ccc(F)c(S(=O)(=O)N2CCOCC2)c1 | -19 | -6 | 1 | -4 | -13 | -3 | -4 | 18 | -11
COc1cccc(C(=O)OCC(=O)N2CCC(Cc3ccccc3)CC2)c1OC | 11 | 7 | 1.1 | -11 | 5 | 0 | -2 | -20 | -8
CCN1CCN(S(=O)(=O)c2ccc(C(C)(C)C)cc2)CC1 | -4 | -8 | 0.97 | 3 | 16 | -5 | 1 | 7 | 0
O=C1CCC(=O)N1OCCCOc1ccc2c(c1)CCC2 | 1 | 0 | 1 | -3 | 16 | -1 | -3 | -1 | -7
Cc1ccccc1Cn1c(CN2CCN(c3ccc(F)cc3)CC2)nc2c1c(=O)n(C)c(=O)n2C | 10 | 21 | 1 | -2 | 13 | -6 | 1 | 27 | 4
CCOC(=O)C1CCN(C(=O)C2CCC(=O)N(Cc3cccc(C(F)(F)F)c3)C2)CC1 (stereo not given) | 8 | 16 | 0.94 | 6 | 16 | 1 | -2 | 13 | -7
COc1ccc2c(c1)C(c1ccc(C)o1)=NNC(c1ccccc1)=N2 | 4 | 27 | 0.84 | 16 | 15 | -2 | -3 | 22 | -5
CC(C)(C)NNC(=S)Nc1cccc(F)c1 | -4 | 11 | 1 | -4 | 17 | -2 | -1 | 21 | -2
CC(C)[C@H](NC(=O)OCc1ccccc1)C(=O)NCc1ccccc1 | -32 | -4 | 0.97 | 3 | 4 | 4 | -6 | 7 | 1
C#Cc1ccc([C@H]2C=C(C(=O)N3CCOCC3)O[C@@H](OCc3ccc(CO)cc3)C2)cc1 | 2 | 0 | 1.1 | -7 | 9 | 1 | 2 | -2 | -5
CCCCN(C)C(=O)c1ccc2c(c1)N(CC)C(=O)c1ccccc1S2(=O)=O | 7 | -10 | 1 | -5 | 15 | 0 | 3 | 5 | 1
O=c1c2ccccc2nc(N/N=C/c2ccc(O)cc2)n1O | -4 | 19 | 0.86 | 14 | -1 | -5 | -6 | 8 | -5
COc1ccc(S(=O)(=O)N(C)CC(=O)NCc2ccco2)cc1 | -14 | -12 | 0.97 | 3 | 11 | -1 | 3 | 0 | 0
CCC(=O)N1CCc2cc(S(=O)(=O)CCC(=O)N(C)c3ccc(OC)cc3OC)ccc21 | -16 | 8 | 0.92 | 8 | -6 | -3 | -8 | 20 | -7
CCN1C(N(C)CCc2cccs2)=N[C@@H](c2ccccc2)C(C(=O)OC)=C1C | 3 | 16 | 0.95 | 5 | 13 | -4 | 52* | 18 | 22
CCOc1ccc(/C=N/NC(=O)c2nnn(-c3nonc3N)c2-c2ccc(OCC)cc2)cc1 | 19 | 10 | 0.93 | 7 | 6 | 0 | -4 | 2 | -4
Cc1ccc(S(=O)(=O)N2CCN(C(=O)c3ccccn3)CC2)cc1 | 9 | 7 | 1 | -2 | 14 | 1 | -4 | -1 | -15
CCC(C)(C)N(C(=O)CCC(=O)Nc1cc(C)on1)C(C(=O)NC(C)(C)C)c1ccc(OC)cc1 (stereo not given) | -12 | 7 | 1.1 | -6 | 1 | 0 | -4 | 8 | -5
COc1ccc(S(=O)(=O)Nc2ccccc2OC)cc1NC(=O)CC1CC2CCC1C2 (stereo not given) | -9 | 3 | 1.1 | -7 | -4 | 0 | -4 | 36 | -5
CC(C)(C)c1ccc(/C=N/NC(=O)C2CCCC2)cc1 | -13 | 28 | 0.87 | 13 | -10 | -5 | 3 | 30 | 9
COc1ccc(-c2nnc(SC(C)C(=O)NNC(=O)c3ccc(C)cc3)o2)cc1 (stereo not given) | -19 | 11 | 0.9 | 10 | 10 | 0 | -1 | 8 | -4
CCN1CCN(c2nc(Nc3cccc(OC)c3)nc(N)c2[N+](=O)[O-])CC1 | -2 | 1 | 0.94 | 6 | 28 | 2 | -3 | 2 | -5
CCN(CC(=O)Nc1ccc2c(c1)OCCO2)C(=O)c1cc(Cl)nc2ccccc12 | -17 | 10 | 1.1 | -7 | 5 | -3 | -3 | 17 | -8
CCNS(=O)(=O)c1ccc(CCC(=O)N2CCCC2)cc1 | 42* | -7 | 1 | -3 | 30 | -1 | 2 | 1 | -11
Cc1sc(NC(=O)c2cccs2)c(C(=O)OC(C)C)c1C | 1 | 5 | 0.94 | 6 | 20 | -4 | 2 | 23 | 3
CCOC(=O)c1c(NC(=O)c2ccc(N3C(=O)[C@@H]4[C@H](C3=O)[C@H]3C=C[C@@H]4C3)cc2)sc2c1CC(C)CC2 (stereo not given in full) | 7 | 22 | 0.94 | 6 | -1 | -4 | 91* | 21 | -5
CCCc1cc(N2CCN(c3ccccn3)CC2)n2nc(C)c(-c3ccccc3)c2n1 | -2 | -4 | 1 | -2 | 7 | -4 | -2 | 14 | -3
CCCCc1nc(N2CCOCC2)c(C#N)c2c1COC(C)(C)C2 | 3 | -6 | 1 | 0 | 16 | 0 | 5 | 3 | 9
O=C(NCCN1C(=O)S/C(=C\c2cccs2)C1=O)c1ccco1 | -10 | 8 | 1 | -2 | 6 | 5 | -3 | 35 | -12
O=C(C1CCC1)N1CCN(c2cccc(C(F)(F)F)c2)CC1 | 7 | 1 | 1 | -4 | 14 | 1 | 1 | -12 | -1
Cc1ccc(F)cc1NC(=O)Cc1ncc(C(F)(F)F)cc1Cl | -33 | -11 | 0.96 | 4 | 7 | -2 | -3 | 11 | -3
COc1ccccc1CNC(=O)COC(=O)c1n[nH]c2ccccc12 | -23 | -9 | 1 | -2 | 1 | 0 | 1 | 8 | -1
O=C(CCC(=O)N1CCCCC1)Nc1ccc(Cl)c(Cl)c1 | -9 | 5 | 1 | -3 | 21 | -1 | 3 | 0 | -3
O=C(C1CCN(CCCc2ccccc2)CC1)N(CCc1ccccc1)Cc1ccccc1 | -20 | -48 | 1.2 | -15 | 21 | -6 | -3 | -94 | -1
CCOC(=O)Cn1c(CN(Cc2ccccc2)Cc2ccccc2)nc2c1c(=O)[nH]c(=O)n2C | 15 | 20 | 0.94 | 6 | 17 | 2 | 1 | 23 | -7
Cc1cccc(NC(=O)c2nc[nH]c2C(=O)N2CCC(C)CC2)c1 | -29 | 17 | 0.94 | 6 | 0 | 2 | 1 | 16 | -4
Cc1cc(Cl)c2oc(C(=O)N(C)CCc3cnn(C)c3)c(C)c2c1 | 12 | -8 | 1 | -1 | 11 | 1 | -1 | 25 | 4
CCCCn1c(N)c(N(CC)C(=O)C2CCCC2)c(=O)[nH]c1=O | -4 | 1 | 1 | 0 | 7 | 8 | -3 | 6 | -8
NCCSSCCN | 0 | 7 | 1 | 0 | 41 | 3 | -5 | 0 | -6
COc1ccc(/C=C/C(=O)N(Cc2cccs2)C2CCS(=O)(=O)C2)cc1 (stereo not given) | 2 | 17 | 0.87 | 13 | 5 | -1 | -4 | 18 | -5
